GLS inhibitor: inhibitors of human glutaminase (GLS); GLS enzymatic activity, qHTS titration; O94925; Potency, µM (highest dose often 45.5 µM), inactives show at the top dose activity change, negative = inhibition, actives largely listed as inhibitors; 410,000 compounds, 0.21% hits; note: potency is the fitted concentration of half-maximal effect; % is set by controls: 0 for no effect and ±100 for the full control effect
Target sequence (O94925 whole entry, looked up): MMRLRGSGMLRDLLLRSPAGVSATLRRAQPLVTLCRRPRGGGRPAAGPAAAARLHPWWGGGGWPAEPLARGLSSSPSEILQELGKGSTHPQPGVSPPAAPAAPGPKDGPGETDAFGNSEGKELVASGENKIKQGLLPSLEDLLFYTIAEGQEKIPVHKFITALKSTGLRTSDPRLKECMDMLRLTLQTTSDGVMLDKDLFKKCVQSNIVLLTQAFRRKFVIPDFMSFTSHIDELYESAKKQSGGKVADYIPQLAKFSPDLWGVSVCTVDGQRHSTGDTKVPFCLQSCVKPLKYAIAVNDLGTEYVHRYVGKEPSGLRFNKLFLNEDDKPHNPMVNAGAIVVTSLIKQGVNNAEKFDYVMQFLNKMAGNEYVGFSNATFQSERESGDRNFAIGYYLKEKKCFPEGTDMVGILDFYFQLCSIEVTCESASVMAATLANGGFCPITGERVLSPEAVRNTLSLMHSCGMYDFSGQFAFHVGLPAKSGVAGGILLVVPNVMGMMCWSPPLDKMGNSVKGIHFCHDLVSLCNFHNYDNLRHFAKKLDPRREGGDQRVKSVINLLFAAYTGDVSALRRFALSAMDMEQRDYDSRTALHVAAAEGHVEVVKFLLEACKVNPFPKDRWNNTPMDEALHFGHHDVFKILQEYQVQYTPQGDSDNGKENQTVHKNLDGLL
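hKGA in 45 mM KH2PO4 pH 8.2, 0.02% Tween-20 with pin-transferred compounds; 1 mM L-glutamine (stock) plus glutamate oxidase/HRP/Amplex Red coupling added. Fluorescence read initially and after 30 min at RT.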
TrxR1 substrate: rat thioredoxin reductase 1 substrate activity; Potency, µM (titrated, usually from 114 µM), without a hit: top-dose activity change, negative = substrate turnover; AID 588456; O89049; 390,000 compounds, 0.01% hits; purified TrxR1 substrate turnover, NADPH consumption readout; note: potency is the fitted concentration of half-maximal effect; % is set by controls: 0 for no effect and ±100 for the full control effect; nearly all actives have a fitted effect of over 50% in size
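Rat TrxR1, dispensed at 90 nM, was prereduced with 400 uM NADPH (final) for 5 min at ~22 deg C, then incubated with compound 15 min before 400 uM selenite. A first-read NADPH fluorescence drop versus no-compound background flagged substrates.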
PI4K2A inh: blocks human PI4K2A kinase activity; activity change, negative = inhibition, % at 76.9 µM; purified PI4K2A, ADP-Glo luminescence, 1 h; hits give low values; 420,000 compounds, 0.13% hits; AID 1346378; in the data active = activity change below about -50%; inconclusive = mostly about -30% to -49%;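 note: -100% = wells without enzyme as full effect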
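In this quantitative HTS, ADP production by PI4K2A was quantified luminescently after 1 h at ambient temperature; 100 microM adenosine served as plate-quality control.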
USP1 inh: inhibitors of human USP1/UAF1 deubiquitinase; O94782; recombinant USP1/UAF1, Ub-Rhodamine cleavage fluorescence; Potency, µM (top dose mostly 57.1 µM), inactives show at the top dose activity change, negative = inhibition, actives largely listed as inhibitors; 390,000 compounds, 0.23% hits; AID 743255; note: potency is the fitted concentration of half-maximal effect; % is set by controls: 0 for no effect and ±100 for the full control effect; nearly all actives have a fitted effect of over 60% in size; inactives centre near -12
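USP1/UAF1 complex at 1 nM was preincubated with compound for 15 min at room temperature, then Ub-Rho substrate (150nM final) was added. Fluorescence (480/540 nm) was read kinetically, 6 reads every 60 seconds.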
PGK inhibitor: blocks T. brucei phosphoglycerate kinase; P07378; PGK/GAPDH coupled, Kinase-Glo luminescence, 60 min; Potency, µM (highest dose often 57.5 µM), for inactives: at the top dose activity change, negative = inhibition, usual class: inhibitors; 380,000 compounds, 0.043% hits; note: potency is the fitted concentration of half-maximal effect; % is set by controls: 0 for no effect and ±100 for the full control effect; nearly all actives have a fitted effect of over 60% in size
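Recombinant glycosomal PGK reaction used 1,3-bisphosphoglycerate generated in-well by GAPDH (100nM final) in 100mM TEA pH 7.6, 5mM MgCl2, 0.01% Tween-20. After 60 minutes at room temperature, ATP was read by Kinase-Glo Plus luminescence end-point.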
HP1b chromo inh: blocks HP1-beta chromodomain binding to methylated histone tails; AID 540317; Potency, µM (highest dose often 114 µM), inactives show at the top dose activity change, negative = inhibition, hits mostly inhibitors; 390,000 compounds, 0.56% hits; AlphaScreen HP1-beta / biotin-H3K9me3 peptide binding; note: potency is the fitted concentration of half-maximal effect; nearly all actives have a fitted effect of over 70% in size; inactives centre near 23
Target sequence (P83916 whole entry, looked up): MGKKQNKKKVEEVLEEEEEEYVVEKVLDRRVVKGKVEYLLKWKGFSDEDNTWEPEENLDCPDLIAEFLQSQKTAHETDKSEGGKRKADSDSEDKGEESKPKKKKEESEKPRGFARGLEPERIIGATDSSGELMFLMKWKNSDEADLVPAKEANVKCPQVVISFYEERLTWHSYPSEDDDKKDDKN
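Compound inhibition of the preformed complex between 50 nM HP1-beta and 50 nM biotinylated H3K9me3 peptide was read by AlphaScreen. Buffer was PBS pH 7.4 with 0.01% Tween-20. Incubations ran 30 min at room temperature, with 10 ug/mL donor/acceptor beads.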
mIDH1 inhibitor: blocks human mutant IDH1 R132H enzyme; O75874; IDH1-R132H enzyme, NADPH consumption, diaphorase/resazurin fluorescence; Potency, µM (highest dose often 76.6 µM), without a hit: top-dose activity change, negative = inhibition, most hits filed as inhibitors; 390,000 compounds, 0.093% hits; note: potency is the fitted concentration of half-maximal effect; % is set by controls: 0 for no effect and ±100 for the full control effect; nearly all actives have a fitted effect of over 65% in size
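IDH1-R132H (0.5 ug/mL dispensed) in pH 7.5 Tris buffer was preincubated 30 min with compound, then given a substrate mix of 0.016 mM NADPH and 2 mM alpha-KG for 80 min at room temperature; remaining NADPH was read by diaphorase/resazurin fluorescence.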
rTrxR1 inhibitor: rat TrxR1 inhibition; O89049; recombinant rTrxR1, NADPH fluorescence consumption, selenite substrate; Potency, µM (titrated, usually from 114 µM), inactives show at the top dose activity change, negative = inhibition, actives largely listed as inhibitors; 390,000 compounds, 1% hits; AID 588453; note: potency is the fitted concentration of half-maximal effect; % is set by controls: 0 for no effect and ±100 for the full control effect; nearly all actives have a fitted effect of over 65% in size
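Rat TrxR1 (90 nM in the dispensed reagent) was pre-reduced with 400 uM NADPH for 5 min at room temperature, then incubated with compound for 15 min. After 400 uM selenite was added, NADPH fluorescence (Ex 340/Em 450 nm) was followed for 8 min.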
Pin1 inh: human Pin1 inhibition. Pin1 FP peptide displacement, HiFluor488, 10 min. 390,000 compounds, 0.009% hits. AID 504891. Q13526. Potency, µM (titrated, usually from 115 µM), inactives show at the top dose activity, negative = inhibition, actives largely listed as inhibitors; active = well fitted inhibition curve with a large enough effect in the polarisation, with a control signal flat, not every such curve was filed as active; inconclusive = small, poorly fitted or top-dose-only effect, or effect the other way, or a change in a side signal; inactive = no such curve, though single readings can be large or run the other way; the % refers to the polarisation; note: potency is the fitted concentration of half-maximal effect; % is set by controls: 0 for no effect and ±100 for the full control effect
Target sequence (Q13526 whole entry, looked up): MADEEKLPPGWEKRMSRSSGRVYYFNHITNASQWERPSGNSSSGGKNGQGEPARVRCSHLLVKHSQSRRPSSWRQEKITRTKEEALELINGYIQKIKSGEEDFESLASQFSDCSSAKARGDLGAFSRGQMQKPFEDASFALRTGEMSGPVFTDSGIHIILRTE
* hit, by the source's call; [ ] = remark or other dose. Unless noted, calls come from the whole dose curve; as a rule, active = well fitted curve in the direction sought with a large enough effect; inconclusive = small, poorly fitted or top-dose-only effect, or another doubt; inactive = no such curve, though single readings can be large; an effect the other way counts as inactive or inconclusive. The list is partial; rates above refer to the full screens.

Screening CC(C)c1ccc(NC(=O)COc2ccc(S(=O)(=O)N3CCOCC3)cc2)cc1 returned GLS inhibitor -4%, TrxR1 substrate 1%, PI4K2A inh 2, USP1 inh 0%, PGK inhibitor 1%, HP1b chromo inh 15%, mIDH1 inhibitor -1%, rTrxR1 inhibitor 8% and Pin1 inh 3%.
For Cc1ccc(C(=O)OCc2ccc3c(c2)OCO3)cc1S(=O)(=O)N1CCCCC1 the results were GLS inhibitor 0%, TrxR1 substrate 7%, PI4K2A inh 2, USP1 inh -11%, PGK inhibitor 3%, HP1b chromo inh 50%[activator], mIDH1 inhibitor 0%, rTrxR1 inhibitor 17% and Pin1 inh 45%[activator].
Screening Cc1c(N)ccc(-n2nc3ccccc3n2)c1C returned GLS inhibitor 3%, TrxR1 substrate 3%[57.1 µM], PI4K2A inh -1, USP1 inh -7%, PGK inhibitor 4%, HP1b chromo inh 10%, mIDH1 inhibitor -9%, rTrxR1 inhibitor 14%[57.1 µM] and Pin1 inh 0%.
O=C(COC(=O)[C@@H]1CCCN1S(=O)(=O)c1ccccc1F)c1ccccc1 was read as GLS inhibitor 6%, TrxR1 substrate 8%, PI4K2A inh -1, USP1 inh -28%, PGK inhibitor 10%, HP1b chromo inh 49%[activator], mIDH1 inhibitor 1%, rTrxR1 inhibitor 29% and Pin1 inh 0%.
CSc1nnc(-c2sccc2OCc2ccc(C)cc2)n1C was read as GLS inhibitor 0%, TrxR1 substrate 0%[57.1 µM], PI4K2A inh 8, USP1 inh -10%, PGK inhibitor -6%, HP1b chromo inh 24%, mIDH1 inhibitor 4%, rTrxR1 inhibitor 5%[57.1 µM] and Pin1 inh 1%.
Screening CC(NC(=O)c1ccncc1)c1ccc(Cl)cc1Cl (centres undefined) returned GLS inhibitor 6%, TrxR1 substrate -4%, PI4K2A inh 3, USP1 inh -17%, PGK inhibitor 0%, HP1b chromo inh 65%[activator], mIDH1 inhibitor 0%, rTrxR1 inhibitor 6% and Pin1 inh -4%.
For NC(=O)CC(NC(=O)c1ccc(Br)cc1)c1ccc(NCCc2ccc(F)cc2)c([N+](=O)[O-])c1 (centres undefined) the results were GLS inhibitor -3%, TrxR1 substrate -2%, PI4K2A inh -3, USP1 inh -25%, PGK inhibitor 2%, HP1b chromo inh 29%, mIDH1 inhibitor -11%, rTrxR1 inhibitor 10%[57.1 µM] and Pin1 inh 51%[activator].
`CC(C)COc1cccc(C(=O)N(CC(=O)Nc2ccccc2C(F)(F)F)Cc2ccco2)c1` gave GLS inhibitor 0%, TrxR1 substrate -3%, PI4K2A inh 0, USP1 inh -26%, PGK inhibitor inactive, HP1b chromo inh 29%, mIDH1 inhibitor 22%, rTrxR1 inhibitor 15% and Pin1 inh 1%.
Screening Cc1onc(-c2c(Cl)cccc2Cl)c1C(=O)N1CCOCC1 returned GLS inhibitor 0%, TrxR1 substrate 1%, PI4K2A inh 3, USP1 inh 0%, PGK inhibitor -3%, HP1b chromo inh 21%, mIDH1 inhibitor 0%, rTrxR1 inhibitor 9% and Pin1 inh 7%.
For c1ccc(Oc2ncnc3oc(-c4ccccc4)cc23)cc1 the results were GLS inhibitor 4%, TrxR1 substrate 12%[57.1 µM], PI4K2A inh -3, USP1 inh -24%, PGK inhibitor inactive, HP1b chromo inh 14%, mIDH1 inhibitor -1%, rTrxR1 inhibitor 13%[57.1 µM] and Pin1 inh -3%.

3 compounds picked at random from those above:
For NC(=O)CC(NC(=O)c1ccc(Br)cc1)c1ccc(NCCc2ccc(F)cc2)c([N+](=O)[O-])c1 (centres undefined) the results were GLS inhibitor -3%, TrxR1 substrate -2%, PI4K2A inh -3, USP1 inh -25%, PGK inhibitor 2%, HP1b chromo inh 29%, mIDH1 inhibitor -11%, rTrxR1 inhibitor 10%[57.1 µM] and Pin1 inh 51%[activator].
Screening CC(C)c1ccc(NC(=O)COc2ccc(S(=O)(=O)N3CCOCC3)cc2)cc1 returned GLS inhibitor -4%, TrxR1 substrate 1%, PI4K2A inh 2, USP1 inh 0%, PGK inhibitor 1%, HP1b chromo inh 15%, mIDH1 inhibitor -1%, rTrxR1 inhibitor 8% and Pin1 inh 3%.
O=C(COC(=O)[C@@H]1CCCN1S(=O)(=O)c1ccccc1F)c1ccccc1 was read as GLS inhibitor 6%, TrxR1 substrate 8%, PI4K2A inh -1, USP1 inh -28%, PGK inhibitor 10%, HP1b chromo inh 49%[activator], mIDH1 inhibitor 1%, rTrxR1 inhibitor 29% and Pin1 inh 0%.

(further entries)
Screening CCN(C(=O)CSc1nncn1-c1ccccc1)C1CCS(=O)(=O)C1 (centres undefined) returned GLS inhibitor 3%, TrxR1 substrate 4%, PI4K2A inh 1, USP1 inh -19%, PGK inhibitor -2%, HP1b chromo inh 14%, mIDH1 inhibitor -1%, rTrxR1 inhibitor 13% and Pin1 inh -2%.
`O=C(c1ccc(S(=O)(=O)N2CCOCC2)cc1)N1CCCc2ccccc21` gave TrxR1 substrate -4%, PI4K2A inh -4, USP1 inh -7%, PGK inhibitor -4%, HP1b chromo inh 28%, mIDH1 inhibitor -7%, rTrxR1 inhibitor 4% and Pin1 inh 5%.
For COc1ccc(-c2nc(-c3cccc(C(F)(F)F)c3)no2)cc1OC the results were GLS inhibitor -1%, TrxR1 substrate 17%, PI4K2A inh 6, USP1 inh -7%, PGK inhibitor -1%, HP1b chromo inh 19%, mIDH1 inhibitor 0%, rTrxR1 inhibitor 27% and Pin1 inh -6%.
`O=C(COC(=O)/C=C/c1ccco1)NC1CCCCC1` gave GLS inhibitor -2%, TrxR1 substrate -12%, PI4K2A inh 1, USP1 inh -4%, PGK inhibitor -4%, HP1b chromo inh -37%, mIDH1 inhibitor 3%, rTrxR1 inhibitor 50µM* and Pin1 inh -14%.
Screening CC1CCN(C(=O)CSc2nnc(Cn3c(=O)sc4ccccc43)n2C)CC1 returned GLS inhibitor -11%, TrxR1 substrate -2%[57.1 µM], PI4K2A inh 5, USP1 inh -16%, PGK inhibitor inactive, HP1b chromo inh 42%[activator], mIDH1 inhibitor 10%, rTrxR1 inhibitor 10%[57.1 µM] and Pin1 inh 8%.
COc1cc(N)c(Br)cc1C(=O)O was read as GLS inhibitor 9%, TrxR1 substrate -3%, PI4K2A inh -1, USP1 inh -9%, PGK inhibitor -1%, HP1b chromo inh 0%, mIDH1 inhibitor -6%, rTrxR1 inhibitor 30% and Pin1 inh 4%.
`COC(=O)COc1ccc(S(=O)(=O)NCC2CCCO2)cc1Cl` (centres undefined) gave GLS inhibitor 1%, TrxR1 substrate 13%, PI4K2A inh -2, USP1 inh 6%, PGK inhibitor inactive, HP1b chromo inh 32%, mIDH1 inhibitor 11%, rTrxR1 inhibitor 19% and Pin1 inh -1%.
Screening CCOc1ccc(CCNC(=O)c2ccc(S(=O)(=O)N3CCCC3)cc2)cc1OCC returned GLS inhibitor 10%, TrxR1 substrate 4%[57.1 µM], PI4K2A inh -8, USP1 inh -3%, PGK inhibitor -2%, HP1b chromo inh 14%, mIDH1 inhibitor 0%, rTrxR1 inhibitor 9%[57.1 µM] and Pin1 inh 7%.
For CSc1ccc(CN(C)CC(=O)Nc2ccccc2C(=O)NC2CC2)cc1 the results were GLS inhibitor 8%, TrxR1 substrate 4%, PI4K2A inh 0, USP1 inh -10%, PGK inhibitor -1%, HP1b chromo inh 20%, mIDH1 inhibitor 0%, rTrxR1 inhibitor 16% and Pin1 inh -1%.
`CCOc1cc(N2CCOCC2)c(OCC)cc1NC(=O)COc1cccc(CC)c1` gave GLS inhibitor 8%, TrxR1 substrate -2%, PI4K2A inh 2, USP1 inh -25%, PGK inhibitor -7%, HP1b chromo inh -2%, mIDH1 inhibitor 5%, rTrxR1 inhibitor 13% and Pin1 inh 7%.
`Cc1nc2c(C)cccn2c(=O)c1NC(=O)c1ccc2c(c1)OCO2` gave GLS inhibitor -3%, TrxR1 substrate -7%, PI4K2A inh 1, USP1 inh 3%, PGK inhibitor 0%, HP1b chromo inh 15%, mIDH1 inhibitor 0%, rTrxR1 inhibitor inconclusive and Pin1 inh 0%.
COC(=O)c1ccc(CSc2nnc(CNC(=O)COc3ccc(Cl)cc3)o2)o1 was read as GLS inhibitor -4%, TrxR1 substrate 1%, PI4K2A inh 1, USP1 inh -15%, PGK inhibitor -19%, HP1b chromo inh 80%, mIDH1 inhibitor 7%, rTrxR1 inhibitor -17% and Pin1 inh 7%.
`Cc1cc(C)n2cc(CSCC(=O)O)nc2n1` gave GLS inhibitor 13%, TrxR1 substrate 1%, PI4K2A inh -4, USP1 inh -18%, PGK inhibitor inactive, HP1b chromo inh 18%, mIDH1 inhibitor 1%, rTrxR1 inhibitor -1% and Pin1 inh -5%.
Cc1ccc2c(c1)c(C)c(C)n2CC(O)CN1CCOCC1 (centres undefined) was read as GLS inhibitor 46%[activator], TrxR1 substrate 8%, PI4K2A inh -1, USP1 inh -17%, PGK inhibitor inactive, HP1b chromo inh 10%, mIDH1 inhibitor 2%, rTrxR1 inhibitor -1% and Pin1 inh 8%.
`COC(=O)c1cccc(-n2c(C)cc(/C=C3\SC(=O)NC3=O)c2C)c1` gave GLS inhibitor 17%, PI4K2A inh 1, USP1 inh -14%, PGK inhibitor -2% and mIDH1 inhibitor -13%.

High-throughput results: PubChem BioAssay, National Center for Advancing Translational Sciences (NCATS)
